ANO1 block: TMEM16A chloride channel inhibitors, primary screen, cell-based, HTS | HEK293 TMEM16A/YFP iodide influx fluorescence, ionomycin | 310,000 tested, 1.2% active | normalized B-score (activity score, 25-100; higher = stronger inhibition) at 10 µM;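 active means ratio plate-corrected score three or more library SD toward inhibition, starting fluorescence score within five deviations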;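 further: score derived from kinetic fluorescence span divided by baseline fluorescence per well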
KCNK3 block: human KCNK3 channel inhibitors, primary screen, CHO cells, FluxOR thallium flux, B-score | 340,000 tested, 0.84% active | B-score at 10 µM | FluxOR fluorescence; hits give low values | Potassium channel subfamily K member 3 (Homo sapiens), O14649;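 active means B-score under library mean minus 4 SD, starting fluorescence ratio at most library mean plus 5 SD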;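 further: more negative B-score means stronger inhibition of thallium flux through KCNK3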
Target sequence (O14649 whole entry, looked up): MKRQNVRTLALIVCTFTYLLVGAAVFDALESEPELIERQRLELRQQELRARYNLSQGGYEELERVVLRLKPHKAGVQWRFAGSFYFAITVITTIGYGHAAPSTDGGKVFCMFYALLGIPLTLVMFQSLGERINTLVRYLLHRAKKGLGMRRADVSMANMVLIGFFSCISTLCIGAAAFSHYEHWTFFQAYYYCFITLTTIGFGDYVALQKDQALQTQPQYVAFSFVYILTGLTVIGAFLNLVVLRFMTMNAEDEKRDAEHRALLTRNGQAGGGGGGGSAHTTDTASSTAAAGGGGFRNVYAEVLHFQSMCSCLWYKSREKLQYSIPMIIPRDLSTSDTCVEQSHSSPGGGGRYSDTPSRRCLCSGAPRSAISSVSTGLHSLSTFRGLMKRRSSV
HDAC3 inh: HDAC3 deacetylase inhibitors, primary screen, biochemical, fluorescence, cell-free homogeneous. recombinant HDAC3, fluorogenic peptide/trypsin coupled. inhibition, % at 8.3 µM. 320,000 tested, 0.15% active; in the data active means inhibition above about 26%, passing the limit was not always enough
Target sequence (O15379 whole entry, looked up): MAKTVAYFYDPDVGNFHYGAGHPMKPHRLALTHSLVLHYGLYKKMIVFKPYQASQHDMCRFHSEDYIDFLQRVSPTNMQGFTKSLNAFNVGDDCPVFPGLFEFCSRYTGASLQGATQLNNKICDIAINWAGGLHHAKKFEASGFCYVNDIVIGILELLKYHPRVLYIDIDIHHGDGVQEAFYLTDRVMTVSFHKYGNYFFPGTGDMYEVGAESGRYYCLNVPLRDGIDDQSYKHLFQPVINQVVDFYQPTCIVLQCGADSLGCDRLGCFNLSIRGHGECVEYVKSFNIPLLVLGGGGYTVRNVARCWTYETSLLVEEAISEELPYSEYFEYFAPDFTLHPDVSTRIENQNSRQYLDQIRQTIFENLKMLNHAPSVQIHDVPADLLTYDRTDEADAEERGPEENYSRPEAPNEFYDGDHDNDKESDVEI
TMEM16A act: TMEM16A chloride channel activators or potentiators, primary screen, cell-based, HTS | 340,000 tested, 0.3% active | B-score at 10 µM | HEK293 TMEM16A/YFP-H148Q/I152L, iodide quench fluorescence; hits give low values | AID 623877, 2012 | Anoctamin-1 (Mus musculus), Q8BHY3;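 active means fluorescence-ratio B-score plate-corrected deviation score at least 3 library SD below zero, with starting fluorescence score within 5 deviations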;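 further: channel opened by trigger with iodide after compound preincubation; score built on the fluorescence ratio of max minus min over baseline; more negative score means more quench and so TMEM16A activation or potentiation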
Numbers without * were called inactive; i = inactive. Not all compounds are listed; rates above refer to the full screens.

canonical_smiles,ANO1 block,KCNK3 block,HDAC3 inh,TMEM16A act
CCCS(=O)(=O)N1CCC(C(=O)NCCCN(CC)c2cccc(C)c2)CC1,i,i,3.0,i
Cc1cc(NC(=O)c2cc(S(=O)(=O)N3CCCCC3)ccc2C)n(-c2ccccn2)n1,i,i,6.7,i
O=C(COC(=O)CNS(=O)(=O)c1cccc(Br)c1)NC(=O)Nc1ccc2c(c1)OCCO2,i,i,4.0,i
N/C(=N\c1nc2ccccc2o1)NC(=O)c1ccccc1NC(=O)c1ccccc1,i,i,2.0,i
COc1ccc(C(=O)Nc2cccc(-c3cc4ccccc4oc3=O)c2)cc1[N+](=O)[O-],i,i,6.0,i
COc1ccc(C)cc1Nc1n[n+](-c2ccccc2)c(-c2c(OC)ccc3ccccc23)s1,100*,i,1.2,i
c1ccc([C@H]2CN3CCSC3=N2)cc1,i,i,-1.9,i
CCN(c1ccc(OCC(=O)OCC(=O)Nc2ccc(F)c(F)c2F)cc1)S(=O)(=O)c1ccccc1,i,i,0.5,i
CCN(CC)c1ccc(/C=N/Nc2ccc(C)cc2)c(O)c1,i,i,3.7,i
COc1cc(/C=c2\sc3n(c2=O)C(c2ccccc2)C(c2ccccc2)=NN=3)ccc1O (stereo not drawn),i,i,2.6,i
C#CCOCCOCCOCCNc1nc(N2CCN(C(=O)Cn3cc(CCCCN)nn3)CC2)nc(N2CCN(C(=O)[C@H](CCCCN)n3cc(CCC(=O)O)nn3)CC2)n1,i,i,-2.1,i
Cn1cccc1/C=C1\SC(=S)N(NC(=O)c2ccccc2)C1=O,i,i,-6.6,i
O=C(NC1=NC2CCCCC2N1)c1ccccc1 (stereo not drawn),i,i,2.0,-6.59*
CCCSc1ccc([C@@H]2[C@H]3C(=O)N(CC)C(=O)[C@H]3[C@]3(C(=O)OC)CCCN23)cc1,i,i,1.6,i
Cc1ccc(Cl)cc1N1CCN(C(=O)C2CCN(S(=O)(=O)c3cnc[nH]3)CC2)CC1,i,i,-6.1,i
NCc1cccc(CNc2ccc([N+](=O)[O-])cc2C(N)=O)c1,i,i,-2.3,i
CCN(CC)c1ccc(NC(=O)CN2CCN(c3nc(C)cc(C)n3)CC2)cc1,i,i,-2.1,i
CCOC(=O)N1CCC(=NNC(=O)c2ccccc2F)CC1,i,i,1.6,i
CC(C(=O)OCC(=O)Nc1ncc(Cl)cc1Cl)N1C(=O)c2ccccc2C1=O (stereo not drawn),i,i,0.0,i
CCN1CC=C2C(C#N)=C(N)C(C#N)(C#N)C(CCc3ccccc3)C2C1 (stereo not drawn),i,i,-33.2,i
CCCCN(C)C(=O)C1CCN(C/C(C)=C/c2ccccc2)CC1,i,i,-7.0,i
C#CCOCCOCCOCCNc1nc(N2CCN(C(=O)[C@H]([C@@H](C)CC)n3cc(CCCCN)nn3)CC2)nc(N2CCN(C(=O)[C@H](CCCCN)n3cc(CCC(=O)O)nn3)CC2)n1,i,i,2.4,i
CCOC(=O)c1cc2c(=O)n3ccccc3nc2n(CCCOC)c1=NC(C)=O,i,i,i,i
Cc1nn(C)c(C)c1S(=O)(=O)N(CC(=O)NCc1cccs1)c1ccc(C(C)C)cc1,i,i,1.0,i
Cc1ccc([C@@H]2CC=C(C(=O)O)[C@H](c3ccccc3F)N2S(=O)(=O)c2ccc(C)cc2)cc1,i,i,-1.5,-23.9*
CCCC(C(=O)O)N1C(=O)/C(=C/c2cccn2C)SC1=S (stereo not drawn),i,i,10.6,i
CC1(C)O[C@@H]2C[C@H]3[C@@H]4C[C@H](F)C5=CC(=O)CC[C@]5(C)[C@H]4[C@@H](O)C[C@]3(C)[C@]2(C(=O)CO)O1,i,i,-4.6,i
CCN(CC)CC(=O)Nc1c(C)cccc1C,i,i,-2.0,i
CCn1c(SCC(=O)Nc2nc3ccc(OC)cc3s2)nnc1-c1ccoc1C,i,i,11.0,i
O=C(Cn1cnc2ccccc2c1=O)NCc1ccc2c(c1)OCO2,i,i,-6.5,i

By substructure, the entries above containing a nitro group on carbon (two)
canonical_smiles,ANO1 block,KCNK3 block,HDAC3 inh,TMEM16A act
COc1ccc(C(=O)Nc2cccc(-c3cc4ccccc4oc3=O)c2)cc1[N+](=O)[O-],i,i,6.0,i
NCc1cccc(CNc2ccc([N+](=O)[O-])cc2C(N)=O)c1,i,i,-2.3,i

Next part.
canonical_smiles,ANO1 block,KCNK3 block,HDAC3 inh,TMEM16A act
CCN1CCC[C@H]1CNC(=O)c1c(OC)ccc(Br)c1OC,i,i,-2.3,i
CCOc1ccc(N2CC(C(=O)Nc3ccc(S(=O)(=O)Nc4ncccn4)cc3)CC2=O)cc1 (stereo not drawn),i,i,5.9,i
Cc1ccc(S(=O)(=O)N2[C@@H](c3ccc(F)cc3)C(C(=O)O)=CC[C@H]2c2cccc(Cl)c2)cc1,i,i,5.8,i
N#CC(C#N)=C1C=CC=CN1/C(=C\c1ccco1)C(=O)c1ccc(Br)cc1,i,i,0.7,i
O=C(NC1CCCCC1)C(c1ccco1)N(Cc1cccs1)C(=O)Cn1nnc2ccccc21 (stereo not drawn),i,i,-1.2,i
NC(CC(=O)O)c1cccc(OCc2ccccc2)c1 (stereo not drawn),i,i,-0.2,i
COC(=O)CSc1nnc(CNC(=O)Cc2ccccc2)n1-c1ccccc1OC,i,i,-4.6,i
C=CCSC1=NC(=O)/C(=C/c2cccs2)S1,i,i,7.7,i
CCOc1ccc(-n2nc(C(=O)NCCOC)c3ccccc3c2=O)cc1,i,i,6.2,i
CC(C)C[C@@H]1NC(=O)[C@H](Cc2ccc(O)cc2)NC(=O)c2cc([N+](=O)[O-])cc(I)c2NCCC[C@@H](C(N)=O)NC1=O,i,i,-3.5,i
COC(=O)C1=C(C(=O)c2ccccc2)C(c2ccc(O)c(OC)c2)n2nnnc2N1 (stereo not drawn),i,i,0.8,i
NC(=O)N/N=C/c1ccc([N+](=O)[O-])o1,i,i,7.1,i
Cc1ccc2nc(/C(C#N)=C\c3ccc(Oc4ccc([N+](=O)[O-])cn4)cc3)[nH]c2c1,i,i,2.7,i
Cc1ccc(-c2nnc(N3CCN(C(=O)CSc4ncn[nH]4)CC3)c3ccccc23)cc1,i,i,9.5,i
COc1cc(C(C#N)N2CCOCC2)ccc1O (stereo not drawn),i,i,11.4,i
CCN(CC)CCNC(=O)C1c2cc(OC)c(OC)cc2C(=O)N2CCc3ccccc3C12 (stereo not drawn),i,i,19.9,i
COc1ccc2c(c1)[C@H]1[C@H](CO2)[C@H](c2ccccc2)[C@]2(C)C(=O)Nc3cc(Cl)ccc3C(=O)N12,i,i,2.8,i
C[C@@H]1NC(=O)c2cc([N+](=O)[O-])cc(I)c2NCCCC[C@@H](C(N)=O)NC(=O)[C@H](CC(N)=O)NC1=O,i,i,3.9,i
CCOc1cc2c(cc1OCC)C(C(=O)O)C(c1cc(Br)c(O)c(OC)c1)N(C)C2=O (stereo not drawn),i,i,0.6,i
COC(=O)CCNS(=O)(=O)c1ccc2nsnc2c1,i,i,0.2,i
NC(=O)c1cc([N+](=O)[O-])c(Cl)cc1NCc1cccnc1,i,i,-8.2,i
CN(CC(=O)N1CCc2ccccc2C1)S(=O)(=O)c1ccc2c(c1)c(=O)n(C)c(=O)n2C,i,i,1.4,i
CN(C)C1=NCCN1CC1CCCCCC1,i,i,3.4,i
Cc1ccc(N=C2NC(=O)/C(=C/c3cn(C)c4ccccc34)S2)cc1C,i,i,6.1,i
CN(C/C=C/c1ccccc1)Cc1cccc2ccccc12,i,i,6.5,i
CC#CCOC(=O)c1c(C)nc2sc3c(c2c1N)CCC(O)C3 (stereo not drawn),i,i,1.4,i
COc1ccc(CCn2c(N)cc(=O)[nH]c2=S)cc1OC,i,i,-0.3,i
O=C(Nc1ccc(C(=O)N2CCC(N3CCOCC3)CC2)cc1)c1ccc(Br)o1,i,i,4.4,i
NC(=O)c1ccc(Cn2c(C(=O)c3cc(Cl)c(N)c(Cl)c3)c3ccccc3[n+]2[O-])cc1,i,i,-9.2,i
COCC(=O)Nc1c(I)c(C(=O)NCC(O)CO)c(I)c(C(=O)N(C)CC(O)CO)c1I (stereo not drawn),i,i,2.0,i
Clc1ccc(C[n+]2csc3ccccc32)cc1,i,i,1.8,i
O=C(Nc1nnc(-c2cccs2)o1)c1cccc(Oc2ccccc2)c1,25*,i,-0.4,i
CCC(=O)N1CCN=C1SCc1ccc(F)cc1,i,i,-4.3,i
c1ccc(NC2=NCCN2CC2CCCCC2)cc1,i,i,0.4,i
NCCCC[C@@H]1NC(=O)[C@H](CCC(=O)O)NC(=O)c2cc([N+](=O)[O-])cc(I)c2OCC[C@@H](C(N)=O)NC1=O,i,i,3.2,i
CCOC(=O)C1CCN(c2ncnc3c2cnn3-c2ccc(OC)cc2)CC1,i,i,-0.1,i
COc1ccc(C(=O)NCc2cccnc2)cc1C(=O)NCc1cccnc1,i,i,1.0,i
NC(=O)c1noc(C(=O)N(CC(=O)NC2CCCC2)Cc2ccc3c(c2)OCO3)c1N,i,i,-1.6,i
Cc1cccc(NS(=O)(=O)c2nnc(NC(=O)c3ccc(C)c(C)c3)s2)c1,i,i,1.6,i
COc1ccc([C@@H]2CC=C(C(=O)O)[C@H](c3cccc(Cl)c3)N2S(=O)(=O)c2ccc(Cl)cc2)cc1,i,i,5.2,i
c1ccc(C[C@H]2CN=C(Nc3ccccc3)N2CC2CCC2)cc1,i,i,0.1,i
COC(=O)c1ccccc1NC(=O)C(C)Oc1ccccc1 (stereo not drawn),i,i,-1.2,i
C#CCOCCOCCOCCNc1nc(N2CCN(C(=O)Cn3cc(CCCN=C(N)N)nn3)CC2)nc(N2CCN(C(=O)[C@H]([C@@H](C)O)n3cc(CCCCN)nn3)CC2)n1,i,i,1.2,i
C#CCOCCOCCOCCNc1nc(N2CCN(C(=O)CCCCCCCCCCNC(=O)[C@H](CCCCN)n3cc(CCO)nn3)CC2)nc(N2CCN(C(=O)CCCCCCCCCCNC(=O)[C@@H]([C@H](C)O)n3cc(C)nn3)CC2)n1,i,i,15.5,i
O=C1CCCCC1Sc1nnc(Cc2cccs2)n1CCc1ccccc1 (stereo not drawn),i,i,-3.1,i
Cc1ccc(NC(=O)CCN2CCN(C/C=C/c3ccccc3)CC2)cc1,i,i,-2.6,i
Cc1nc2cc(NC(=O)N3c4ccccc4CC3C)ccc2n1C (stereo not drawn),i,i,5.2,i
Cc1onc(-c2c(F)cccc2Cl)c1C(=O)OCn1nnc2ccccc2c1=O,i,i,0.8,i
CSc1nc2ccc(Nc3nc(N4CCOCC4)nc(N4CCOCC4)n3)cc2s1,i,i,1.4,i
COc1ccc(C2c3[nH]c4ccccc4c3C[C@H]3C(=O)N(c4ccccc4C(=O)N4CCC[C@@H]4C(=O)O)C(=O)N23)cc1 (stereo partly drawn),i,i,-0.6,i
CC1(C)C2CCC(C2)C1(C)NC(=O)CN1CCOCC1 (stereo not drawn),i,i,-3.1,i
CCOC(=O)[C@H]1[C@H]2COc3ccc(C)cc3[C@@H]2N2C(=O)c3cc(F)ccc3NC(=O)[C@@]12C,i,i,8.4,i
C[C@H]1CN=C(N(C)C)N1CCC1CCCC1,i,i,-10.8,i
COC(=O)C1=COC(OC2OC(CO)C(O)C(O)C2O)C2C1C=CC2(O)CO (stereo not drawn),i,i,0.1,i
CCOC(=O)c1ccccc1NC(=O)c1cccs1,i,i,-19.5,i
NC(=O)c1cc([N+](=O)[O-])ccc1NCc1cccc2ccccc12,i,i,-2.4,i
NC(N)=NCc1cccc(I)c1,i,i,7.3,i
Cc1nc(NC2=NCN(CCCN3CCOCC3)CN2)nc2c(C)cccc12,i,i,11.0,i
S=P(N1CC1)(N1CC1)N1CC1,i,i,6.8,i
N#CC(C#N)=C1C=CC=CN1/C(=C\c1ccccc1Cl)C(=O)c1ccccc1,i,i,1.0,-8.37*

TMEM16A act, hit marks shown above
SMILES	KCNK3 block	HDAC3 inh	TMEM16A act
O=C(NC1=NC2CCCCC2N1)c1ccccc1 (stereo not drawn)	i	2.0	-6.59*
Cc1ccc([C@@H]2CC=C(C(=O)O)[C@H](c3ccccc3F)N2S(=O)(=O)c2ccc(C)cc2)cc1	i	-1.5	-23.9*
N#CC(C#N)=C1C=CC=CN1/C(=C\c1ccccc1Cl)C(=O)c1ccccc1	i	1.0	-8.37*

Additional results:
canonical_smiles,ANO1 block,KCNK3 block,HDAC3 inh,TMEM16A act
COC(=O)c1c(NC(=O)c2nc3ccccc3s2)sc2c1CCN(C(C)=O)C2,i,i,-4.5,i
C#CCSc1nc2ccccc2n1C(=O)c1ccc(S(=O)(=O)N2CCCCC2)cc1,i,i,-3.1,i
N#CSCC(=O)c1cccc2ccccc12,i,i,7.6,i
Cc1ccc(C)c(NC(=O)C(Sc2nnc(-c3cccs3)o2)c2ccccc2)c1 (stereo not drawn),i,i,2.2,i

Assay outcomes from PubChem BioAssay.
